Assay outcomes (PubChem BioAssay)
GPR35 antagonists = inhibition of zaprinast-stimulated GPR35 beta-arrestin translocation – imaging, U2OS, beta-arrestin-GFP, zaprinast agonist, primary screen (AID 2058). actives 0.052% (n = 290,000). U2OS GPR35 beta-arrestin-GFP translocation imaging, zaprinast antagonism; higher % means a stronger effect. inhibition, % at 10 µM, or IC50 in µM where a hit was titrated;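 active = inhibition of at least 50% with at least 30 cells and total cytoplasm GFP at most 10,000,000; inconclusive = under 30 cells or total GFP of 10,000,000 plus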
HIV peptide binding = inhibitors of HIV fusion peptide binding, primary screen, biochemical, uHTS, fluorescence dequenching (AID 1986). inhibition, % at 20 µM; hits with a dose series show IC50 in µM. actives 0.3% (n = 290,000). cell-free peptide binding, fluorescence dequenching, 30 min; higher % means a stronger effect; in the data active = inhibition mostly above about 52%, no sharp cut-off; inactive = mostly below about 76%; also: some results filed as inactive read as strong as hits
AID2073 = disruptors of CaV2.2 binding to Mint1 – biochemical, HTRF (AID 2073). actives 0.19% (n = 290,000). HTRF protein-protein interaction, Mint1-CaV2.2; higher % means a stronger effect. one-dose inhibition, % at 20 µM; IC50 in µM for titrated hits; in the data active = inhibition mostly above about 51%, no sharp cut-off; inconclusive = no clear call, values can overlap the other calls; inactive = mostly below about 53%; also: some results filed as inactive read as strong as hits
KOR beta-arrestin-1 = KOR antagonists, beta-arrestin recruitment, cell-based, luminescence, uHTS (AID 1778); actives 0.091% (n = 290,000); KOR beta-arrestin recruitment, luminescence, antagonist mode; higher % means a stronger effect; inhibition, % at 10 µM; hits with a dose series show IC50 in µM; in the data active = inhibition above about 50%; also: strong numbers were not always called active
NOD1 NF-kB reporter = NOD1 signaling inhibitors, primary screen, cell-based, luminescence, uHTS (AID 1578). NOD1-driven NF-kB luciferase reporter cells, luminescence; higher % means a stronger effect. one-dose inhibition, % at 4 µM; EC50 in µM for titrated hits. actives 1% (n = 290,000); in the data active = inhibition mostly above about 36%, no sharp cut-off; inactive = mostly below about 34%;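 also: HEK-293T reporter cells stimulated with the NOD1 agonist gamma-tri-DAP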
GPR55 activation = GPR55 agonists via beta-arrestin recruitment, primary screen, imaging, U2OS cells, beta-arrestin-GFP redistribution (AID 1961); actives 0.048% (n = 290,000); activation, % at 10 µM; hits with a dose series show EC50 in µM; U2OS GPR55 beta-arrestin-GFP redistribution imaging; higher % means a stronger effect;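 active = activation above 40% with more than 50 cells counted in the well; inconclusive = wells holding fewer than 50 cells, flagged as toxic or sparse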;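 also: U2OS osteosarcoma cells stably expressing GPR55 and beta-arrestin-GFP; plate controls were DMSO negative control for no effect and LPI positive control for full effect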
KOR beta-arrestin-2 = kappa opioid receptor activators – cell-based, luminescence, uHTS, primary screen (AID 1777); KOR beta-arrestin recruitment, luminescence; higher % means a stronger effect; actives 0.02% (n = 280,000); one-dose activation, % at 10 µM; EC50 in µM for titrated hits; in the data active = activation above about 50%, passing the limit was not always enough; also: a part of the inactive calls stands beside numbers as strong as those of hits
SIAH1 antagonists = Siah-1 peptide-binding antagonists, primary screen, biochemical, fluorescence polarization, rhodamine-plectin, uHTS (AID 1817) | Siah-1 / rhodamine-plectin peptide fluorescence polarization; higher % means a stronger effect | one-dose displacement, % at 20 µM; IC50 in µM for titrated hits | actives 0.02% (n = 290,000);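 active = displacement of at least 50% at 20 µM, with a fluorescence ratio check between 0.3 and a set limit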;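 also: plate controls were Siah plus tracer with DMSO for no effect and tracer alone without Siah for full effect; strong numbers were not always called active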
GPR55 LPI antagonism = inhibition of LPI-stimulated GPR55 beta-arrestin translocation – imaging, U2OS, beta-arrestin-GFP, LPI agonist, primary screen (AID 2013) | U2OS GPR55 beta-arrestin-GFP translocation imaging, LPI antagonism; higher % means a stronger effect | inhibition, % at 10 µM, or IC50 in µM where a hit was titrated | actives 0.13% (n = 290,000);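 active = spots per cell inhibited over 60%, with over 100 cells counted and total cytoplasm intensity under 500,000; inconclusive = wells with under 100 cells, flagged as likely toxic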;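 also: U2OS cells stably carrying GPR55 and arrestin-GFP stimulated by 5 µM LPI near EC80; imaged beta-arrestin-GFP aggregate spots per cell after agonist stimulation; plate controls were LPI-stimulated DMSO wells for no effect and DMSO wells without LPI for full effect; some results filed as inactive read as strong as hits; confirmed hits need IC50 under 10 µM and bright autofluorescent wells are also inconclusive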
An asterisk follows results filed as active; ? = inconclusive; . = no result given; [ ] = dose if it differs, or a comment. An excerpt, so the mix of outcomes need not match the whole.

| item | smiles | GPR35 antagonists | HIV peptide binding | AID2073 | KOR beta-arrestin-1 | NOD1 NF-kB reporter | GPR55 activation | KOR beta-arrestin-2 | SIAH1 antagonists | GPR55 LPI antagonism |
| --- | --- | --- | --- | --- | --- | --- | --- | --- | --- | --- |
| 1 | Cc1nc(C(=O)Nc2cccc(Cl)c2)nn1-c1cc(OC(C)C)c(Cl)cc1Cl | 10% | 0.1% | 9% | -22% | -31% | 0.3% | -2.5% | 5% | 5% |
| 2 | COc1ccc(-c2ccc([C@H]3[C@@H]4C=CCC[C@@]4(C)C(=O)N3Cc3ccccc3)c(F)c2)cc1 | -11% | 1.0% | 4% | 31% | -2% | -0.1% | 14% | 4% | 5% |
| 3 | CC1CCCC(C)N1C(=O)c1cc(-c2cccs2)on1 (configuration not stated) | -12% | 2.2% | -6% | 19% | -29% | 0.6% | -3.7% | 0% | 4% |
| 4 | CCCCN(C)C1=CC2=CC(=C(C#N)C#N)CCC2CC1 (configuration not stated) | ? | 150% | -3% | -18% | -22% | -0.3% | 6.2% | 19% | ? |
| 5 | CC(=O)N1c2ccccc2NC2=C(C(=O)CCC2)C1c1ccco1 (configuration not stated) | -1% | 2.1% | 36% | -16% | -21% | -0.8% | 0.6% | -6% | -5% |
| 6 | COc1ccc(C2CC(C)(c3ccc(OC)cc3OC)Nc3ccccc3N2)c(OC)c1 (configuration not stated) | -12% | -1.8% | 13% | -33%[20 µM] | -16% | -0.1% | . | 13% | -1% |
| 7 | CC1CCN(C(=O)CSc2nnc(-c3ccc(S(=O)(=O)N4CCOCC4)cc3)n2C)CC1 | -7% | 2.7% | 8% | -9% | -7% | -0.3% | -1.6% | 1% | 4% |
| 8 | COC(CNC(=O)C1CCCN(S(=O)(=O)c2ccc3c(c2)oc(=O)n3C)C1)OC (configuration not stated) | -2% | -1.5% | 7% | -10% | 0% | -0.1% | 1.0% | -1% | 13% |
| 9 | COc1ccccc1CNCC(=O)N1CC(=O)Nc2ccccc21 | -6% | 2.1% | 8% | 6% | -19% | 0.0% | -1.6% | 8% | 18% |
| 10 | COc1cc(C2C(C(=O)OC(C)C)=C(C)Nc3ncnn32)cc(OC)c1OC (configuration not stated) | -3% | 0.1% | -7% | 4% | 5% | 0.3% | 2.0% | 4% | 12% |
| 11 | Cc1cc(C)c2nc(-c3cccnc3)cc(C(=O)NC(C)c3cnn(C)c3C)c2c1 (configuration not stated) | -4% | 1.1% | 37% | -6%[20 µM] | -21% | -0.1% | 22% | 1% | 0% |
| 12 | O=C(COc1ccccc1)Nc1ncn[nH]1 | 4% | -2.7% | 2% | 9% | -4% | 0.4% | . | -9% | 5% |
| 13 | Cc1ccc(S(=O)(=O)NN)c(C)c1N1CCCC1=O | 6% | -0.2% | -35% | 24% | 14% | -0.1% | 1.6% | -4% | -3% |
| 14 | CSc1nnc(SCC#N)s1 | 5% | 1.0% | -8% | -2% | -8% | -0.2% | 3.3% | -2% | -3% |
| 15 | CCCc1cc(=O)[nH]c(SCc2ccc(C#N)cc2)n1 | -2% | 0.8% | 9% | 3% | -12% | -0.1% | 0.8% | 0% | -4% |
| 16 | Cc1cc(Oc2ccccc2)nc(-c2ccccc2O)n1 | 15% | 20% | 0% | 23% | -13% | -0.2% | -2.3% | 2% | 7% |
| 17 | O=C(c1sc2ccccc2c1Cl)N(Cc1ccccc1Cl)C1CCS(=O)(=O)C1 (configuration not stated) | 14% | -1.4% | 11% | -44% | -14% | -0.1% | 3.0% | -5% | -2% |
| 18 | COc1ccc(CN(CC(=O)NC2CCCC2)C(=O)c2onc(C(N)=O)c2N)cc1 | 13% | 0.7% | 5% | 19% | 17% | 0.4% | -8.2% | -5% | 4% |
| 19 | O=C(NCc1ccco1)c1cccc(NS(=O)(=O)c2ccccc2F)c1 | -9% | 0.0% | 11% | -18% | -1% | 1.0% | 10% | -1% | -5% |
| 20 | Cc1ccc(/C(N)=N/OC(=O)COc2ccc(Cl)c(C)c2)cc1 | 10% | 3.1% | -2% | -22% | -29% | -0.5% | 1.2% | 1% | -2% |
| 21 | S=c1[nH]nc(-c2ccc(Cl)cc2Cl)n1-c1ccc2c(c1)OCCO2 | -3% | -0.3% | -44% | 27% | -3% | 0.7% | -2.9% | 14% | 9% |
| 22 | COC(=O)c1c(C)[nH]c(-c2csc(N)n2)c1C | -3% | 13% | 2% | -94% | -40% | 0.2% | -5.7% | -5% | -9% |
| 23 | N#Cc1ccccc1CN1C(=O)S/C(=C/c2cccn2-c2ccc(C(=O)O)cc2)C1=O | -4% | 50% | 4% | 10% | 8% | -0.2% | 1.0% | 12% | 5% |
| 24 | CCOC(=O)c1cn(CC#N)c2cc(F)c(F)cc2c1=O | -9% | 0.9% | -2% | -42%[20 µM] | -26% | -0.1% | -2.2% | -1% | -3% |
| 25 | COC(=O)c1ccc(C(=O)NC2CC(C)(C)Cc3c2cnn3-c2ccc(F)cc2)nc1 (configuration not stated) | -6% | -2.2% | 4% | -42% | -12% | 0.0% | -1.7% | 3% | -2% |
| 26 | O=C(Oc1ccc2c(=O)c(Oc3ccc4ccccc4c3)coc2c1)c1cccnc1 | 5% | 5.2% | 21% | -7% | -32% | -0.3% | 6.4% | 1% | 0% |
| 27 | CSc1nc2ccccc2c(=O)n1C1CCOC(C)(C)C1 (configuration not stated) | 3% | -1.3% | -8% | 17% | -13% | 0.1% | -2.7% | -6% | 15% |
| 28 | COc1ccc(C(=O)NCC(=O)OCC(=O)Nc2sccc2C#N)cc1OC | 25% | 5.8% | 16% | 10% | -32% | -0.3% | -5.1% | -4% | -2% |
| 29 | CC(C)C(=O)NC(=S)Nc1ccc(CN2CCOCC2)cc1 | 0% | -0.5% | -16% | -38%[20 µM] | -34% | -0.1% | . | 6% | 7% |
| 30 | CCN1C(=O)/C(=C/c2cnn(CC)c2C)SC1=S | -6% | 3.0% | -10% | -12% | -28% | -0.2% | 0.4% | -1% | 4% |
| 31 | Cc1cc(NS(=O)(=O)c2ccc(NC(=S)NC(=O)c3ccc(F)cc3Cl)cc2)no1 | -2% | 6.9% | -11% | . | -6% | 0.6% | -2.7% | 4% | 4% |
| 32 | COc1ccc(N(CC(=O)NCc2ccccc2Cl)S(=O)(=O)c2c(C)n[nH]c2C)cc1 | 2% | 1.9% | 11% | 13% | -17% | -0.1% | 4.1% | 2% | 24% |
| 33 | CC(C)c1ccccc1NC(=O)COC(=O)C1(C)CC1(Cl)Cl (configuration not stated) | 10% | -1.4% | -10% | 4% | -16% | -0.6% | -1.3% | 1% | 9% |
| 34 | CN1CCN(c2ccc(CNS(=O)(=O)c3cccc(F)c3)cc2)CC1 | 16% | -0.3% | 0% | 18% | -1% | 0.2% | 1.2% | 11% | -7% |
| 35 | CS(=O)(=O)c1ccc2nc(NC(NC(=O)c3ccco3)(C(F)(F)F)C(F)(F)F)sc2c1 | -4% | 0.1% | -1% | 2% | 13% | -0.1% | -4.0% | 1% | 14% |
| 36 | CCOC(=O)N/N=C/c1cc(C)n(-c2cccc3ccccc23)c1C | 11% | 0.0% | 1% | -21% | -17% | 0.3% | -2.7% | 2% | 6% |
| 37 | COc1ccc(N2C(=O)C(CC(=O)O)S/C2=N\N=C\c2cccs2)cc1 (configuration not stated) | -2% | -1.3% | 0% | -35% | -2% | -0.1% | -0.8% | -2% | -5% |
| 38 | CN(C)C(=O)c1ccccc1NC(=O)Cc1cccc2ccccc12 | 7% | 1.0% | 5% | -27%[20 µM] | 26% | -0.2% | -3.0% | 0% | 4% |
| 39 | O=C1c2oc3ccc(Br)cc3c(=O)c2C(c2cccnc2)N1Cc1ccco1 (configuration not stated) | 12% | 1.3% | -4% | -20% | -42% | -0.3% | 6.1% | -2% | 12% |
| 40 | Cc1ccc(Oc2ccc(Cl)cc2N)cc1 | 2% | -0.6% | -6% | 12% | -26% | 0.3% | -3.1% | 4% | 14% |
| 41 | O=C(O)c1cncc(C#CCC2CCCCC2)c1 | 6% | 1.5% | -4% | -38% | -12% | 0.0% | 4.6% | 4% | -3% |
| 42 | CCOc1ccccc1OCCCC(=O)OCC(=O)Nc1cccc(Cl)c1 | -1% | 1.1% | -5% | 8% | -17% | 0.6% | 1.9% | 8% | 13% |
| 43 | CC(C)(C)C(=O)Nc1ccc(C(=O)Nc2cccc(Oc3ccc(C(=O)O)c(C(=O)O)c3)c2)cc1 | 8% | 38% | 17% | -11% | -20% | 0.2% | 5.1% | 24% | 13% |
| 44 | Cc1ccc(NC(=O)CCn2cnc3ccccc3c2=O)c(C)c1 | 2% | -0.1% | 11% | 12%[20 µM] | -32% | 0.2% | . | 4% | -1% |
| 45 | COc1ccc(NC(=O)CN2CCC(C(=O)c3ccc(F)cc3)CC2)c(OC)c1 | 0% | 0.7% | 3% | -6% | 12% | -0.2% | -4.0% | 7% | 2% |
| 46 | CC(C)(O)C#Cc1ccc(C(=O)N2CCCC2C(=O)O)s1 (configuration not stated) | 8% | 1.5% | -4% | 6% | -7% | -0.1% | -1.7% | 8% | 0% |
| 47 | COc1ccc(-c2[nH]ncc2CN(C)Cc2cccnc2)c(F)c1 | -7% | -0.2% | 15% | 22% | -8% | -0.2% | -1.9% | 0% | -7% |
| 48 | COc1ccc(C2=NN(C(=O)CSc3ncccn3)C(c3cccc(OC)c3OC)C2)cc1 (configuration not stated) | -3% | 4.2% | 10% | 6% | -14% | 0.3% | -1.0% | 3% | -7% |
| 49 | N#Cc1ccc(/C=N/NC(=O)c2cc(-c3cccs3)nc3ccccc23)cc1 | -2% | -1.7% | 24% | -96% | -8% | -0.3% | 8.9% | -9% | -16% |

In the list so far, 4 contain a furan ring, fused or not:
| item | smiles | GPR35 antagonists | HIV peptide binding | AID2073 | KOR beta-arrestin-1 | NOD1 NF-kB reporter | GPR55 activation | KOR beta-arrestin-2 | SIAH1 antagonists | GPR55 LPI antagonism |
| --- | --- | --- | --- | --- | --- | --- | --- | --- | --- | --- |
| 5 | CC(=O)N1c2ccccc2NC2=C(C(=O)CCC2)C1c1ccco1 (configuration not stated) | -1% | 2.1% | 36% | -16% | -21% | -0.8% | 0.6% | -6% | -5% |
| 19 | O=C(NCc1ccco1)c1cccc(NS(=O)(=O)c2ccccc2F)c1 | -9% | 0.0% | 11% | -18% | -1% | 1.0% | 10% | -1% | -5% |
| 35 | CS(=O)(=O)c1ccc2nc(NC(NC(=O)c3ccco3)(C(F)(F)F)C(F)(F)F)sc2c1 | -4% | 0.1% | -1% | 2% | 13% | -0.1% | -4.0% | 1% | 14% |
| 39 | O=C1c2oc3ccc(Br)cc3c(=O)c2C(c2cccnc2)N1Cc1ccco1 (configuration not stated) | 12% | 1.3% | -4% | -20% | -42% | -0.3% | 6.1% | -2% | 12% |
